Screens (PubChem)
AI-2 QS mod = Vibrio harveyi AI-2 quorum sensing modulators, primary screen, JMH597 strain, luminescence/OD600 ratio; Vibrio harveyi JMH597 AI-2 luminescence/OD600 ratio, 9 h; hits give low values; strain lacks LuxN and CqsS sensors; 0 = neutral-control median; activity change, % at 7.5 µM; 300,000 tested, 0.4% active; AID 2094, 2009; in the data active means activity change below about -75%, passing the limit was not always enough;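 further: luminescence divided by OD600 gain over 9 h not by final OD600 alone; inactives centre near 13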
Platelet DG rel = inhibitors of platelet dense granule secretion, primary screen, cell-based, MLPCN, human platelets; human platelet-rich plasma, SFLLRN dense granule ATP release, luminescence; inhibition, %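 (compounds screened at 7.5 µM in platelet-rich plasma)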; 300,000 tested, 0.22% active; AID 1663, 2009;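 active means mean replicate score, as percent of positive control, at or above 50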
aSyn UTR inh = MLPCN primary screen, SNCA 5' untranslated region. alpha-synuclein 5'UTR reporter, inhibitor activity. inhibition, % (tested at 7.5 µM). 300,000 tested, 0.82% active; in the data active means inhibition above about 60%;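 further: H4 neuroglioblastoma cells stably carrying SNCA 5'UTR luciferase fusion; 0% = DMSO wells and 100% = positive control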
HSF-1 act = HSF-1 activators, primary screen, NIH3T3-HGL cells, MG132 stress, luminescence, single point. NIH3T3-HGL HSF-1 luciferase reporter, 8 h; 100% = twice DMSO control signal. 300,000 tested, 1.7% active. AID 504408, 2011. activation, % at 9 µM;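 active means mean replicate activation of at least 50% with a set share of replicates each reaching 50%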;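 further: 0% = median of the neutral control wells and 100% = twice that signal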
SKKanGAS inh = S. pyogenes SKKanGAS growth inhibitors in kanamycin, primary screen, streptokinase expression inhibitor project, SKKanGAS strain, BacTiter-Glo luminescence. 6 h. inhibition, % at 7.5 µM. 300,000 tested, 1.3% active. AID 1662, 2009;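 active means mean replicate score, as percent of positive control median, at least 50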;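 further: strain carries kanamycin resistance gene driven by streptokinase promoter and grows in 40 µg/ml kanamycin; loss of luminescence reflects streptokinase promoter inhibition or plain growth inhibition; 0% = median of DMSO wells and 100% = positive control at its reference dose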
HIF act = HIF pathway transcriptional activators, primary screen, cell-based, U2OS HRE-luciferase, luminescence; U2OS HRE-luciferase reporter; normalized: DMSO 0%, desferrioxamine 100%; activation, % at 7.5 µM (by protocol); 300,000 tested, 0.32% active; AID 1910, 2009;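 active means mean activation of at least 10% of the iron chelator positive control signal, with at least half of replicates also reaching 10%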
KLF5 inh = KLF5 expression inhibitors, primary screen, DLD-1 cells, luminescence | DLD-1 KLF5 promoter-luciferase reporter | inhibition, % at 5 µM | 290,000 tested, 0.23% active | AID 1700, 2009;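 active means inhibition above a per-plate limit of that plate's mean compound inhibition plus 3 SD, cut at about 60% in these data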;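 further: 0% = DMSO wells and 100% = LY294002 at 200 µM; higher means less KLF5 promoter-driven luciferase light; inactives centre near -14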
HSP90 refold inh = HSP90 inhibitors, primary screen, cell lysate, luminescence. inhibition, % at 5.6 µM. Rabbit reticulocyte lysate, luciferase refolding luminescence, 3 h. Heat shock protein HSP 90 (rabbit reticulocyte lysate; luciferase refolding). 290,000 tested, 0.91% active;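 active means inhibition above the screen-wide mean plus 3 SD, computed separately per campaign, cut at about 16% in these data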;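 further: 0% = DMSO wells and 100% = 60 µM geldanamycin wells; inhibitors lower the luminescence because luciferase stays unfolded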
IEC-6 tox = cytotoxicity in IEC-6 intestinal epithelial cells, primary screen, cytotoxicity control for KLF5 inhibitor project, cell-based, luminescence; IEC-6 cytotoxicity, luminescence viability; inhibition, % at 5 µM; 290,000 tested, 0.78% active; in the data active means inhibition above about 22%;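 further: 0% = plate median of test compound wells and 100% = cytotoxic reference compound wells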
HSF1 inhib = HSF1 inhibitors in luciferase reporter cells, primary screen, cell-based, NIH3T3, luminescence; activity change, negative = inhibition, % at 7.5 µM (by protocol); NIH3T3-HGL HSE-luciferase, MG132-induced, luminescence 8 h; hits give low values; 300,000 tested, 0.77% active;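 active means more than half of replicate wells show activity change below -50%, luminescence cut by over half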;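 further: luciferase reports HSF-1 transcriptional activity via heat shock element; 0% = median of DMSO wells and -100% = zero luminescence signal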
Active calls of the source: *; / = no result given.

SMILES	AI-2 QS mod	Platelet DG rel	aSyn UTR inh	HSF-1 act	SKKanGAS inh	HIF act	KLF5 inh	HSP90 refold inh	IEC-6 tox	HSF1 inhib
Cc1ccc(C)c(NC(=O)CSc2nc3[nH]ncc3c(=O)[nH]2)c1	38	4	2	12	-6	-0.7	-18	-3	-8	8
CCOc1cc(C(=O)N/N=C/c2ccoc2)cc(OCC)c1OCC	21	/	/	/	/	/	-23	-4	-1	/
COc1ccc(Cl)cc1C(=O)N1CCC2(CC1)CC(=O)c1ccccc1O2	15	3	29	-8	-8	0.1	/	/	/	-2
COc1ccc(S(=O)(=O)n2cnc3cc(C)c(C)cc32)cc1C	-1	-5	11	9	-4	0.0	-22	-1	-5	-7
CCOC(=O)CNC(=O)OC1CCN2Cc3ccccc3N=C12 (centres undefined)	28	-2	5	14	2	-12	-29	-1	-7	-3
Cn1c(=O)oc2cc(S(=O)(=O)Nc3ccc4c(c3)OCO4)ccc21	31	0	-25	2	18	0.3	-1	-1	-6	0
CCCOC(=O)c1ccc(OCC(O)CN2C(=O)NC(C)(C)C2=O)cc1 (centres undefined)	18	-2	12	-2	-2	-0.4	-34	2	1	-2
CCOC(=O)c1c(C)cc(C)[nH]c1=O	46	0	5	-5	-1	-0.3	8	1	1	-8
CCOC(=O)c1sc2nc(N3CCOCC3)c3c(c2c1N)CCCC3	12	-7	19	21	-1	0.4	-30	-2	3	-2
CCOc1ccc(N(CC(=O)NCc2ccc(OC)cc2)S(=O)(=O)c2c(C)[nH]c(=O)[nH]c2=O)cc1	55	-3	-26	3	-7	-0.3	-26	-6	-6	-2
OC[C@@H]1CCCN1Cc1nc(-c2cccs2)no1	15	3	-17	16	-9	0.2	-31	0	-5	-3
O=C(C1CCCCC1)N(Cc1ccccc1)c1ccccn1	8	-5	15	7	2	0.2	-5	-2	1	-9
Cc1nc2ccccc2c(=O)n1/N=C/c1ccccc1O	5	14	-44	1	12	2.0	-1	-2	3	-6
COC(=O)c1[nH]c2cc(OC)ccc2c1NC(=O)c1nonc1C	23	4	-39	-9	-4	2.9	-13	3	8	1
CCc1ccc(OCC(O)Cn2c(N3CCCCC3)nc3c2c(=O)[nH]c(=O)n3C)cc1 (centres undefined)	23	-3	-5	-4	-4	0.5	-40	0	-4	3
O=C(NCCCN1CCCCCC1)c1ccc(N2CCCC2=O)cc1	14	-3	-34	-3	5	0.0	-5	-1	1	-13
CCCc1nc2ccc(N)cc2c(=O)n1Cc1ccccc1Cl	3	4	-8	9	-3	0.0	-14	6	4	2
Cc1cc(Cl)c2oc(C(=O)N(C)CCc3cnn(C)c3)c(C)c2c1	-8	7	2	25	-3	-0.2	0	5	8	22
CS(=O)(=O)NCc1nnc(SCC(=O)NC2CCCCC2)n1-c1ccc(F)cc1	23	10	6	4	1	-0.4	-3	3	-5	-6
CCSc1nnc(NC(=O)CC)s1	21	1	19	16	-3	-0.3	5	-2	-10	-4
CC1(C)C(=O)OC(c2cccs2)C(C)(C)C1=O (centres undefined)	20	-1	17	8	5	0.0	-25	5	-3	-5
Cc1ccc(/C=N/NC(=O)C[n+]2ccccc2)s1	14	14	-18	-12	4	0.3	-34	6	-2	-8
COc1cc(Cn2nnc3ccccc32)cc(Br)c1O	-6	-4	17	14	-10	0.3	-28	5	0	-1
Cc1nnc(SCC(=O)N2CC(=O)Nc3ccccc32)n1C	11	9	19	-17	-1	-0.1	2	0	2	-15
CCOc1cc(C2C3=C(CCCC3=O)N(CCC(=O)O)C3=C2C(=O)CCC3)ccc1OS(=O)(=O)c1ccc(C)cc1	15	-3	17	-15	4	-0.9	6	-4	6	0
Nc1nc2c(s1)C(=O)CCC2	8	7	4	-4	2	0.2	-4	-1	-8	-2
COc1cc2c(cc1OC)[C@@H]1Cc3cc4c(cc3[C@H](C2)N1C)OCO4	24	-8	-18	-5	1	-5.1	-13	0	-6	0
COC(=O)c1c(NC(=O)CCCC(=O)O)sc2c1CCCCC2	6	5	52	-10	1	-3.1	-10	6	1	2
CN(Cc1ccc(F)cc1)C(=O)c1ccc(NC(=O)CC2SC(N3CCCC3)=NC2=O)cc1 (centres undefined)	28	-3	-1	16	1	-14	/	/	/	4
CC(C)OP(=O)(OC(C)C)/C(C=O)=N\Nc1ccc([N+](=O)[O-])cc1	26	-3	-1	-9	1	0.0	6	2	0	0
Cc1ccc(NC(=O)Cc2noc3ccccc23)c(C)c1	10	11	-17	9	-5	0.1	-50	-6	-8	-1
COc1cccc(C(=O)COc2ccc3ccc(=O)oc3c2)c1	11	5	12	15	-1	0.2	-4	2	4	7
O=C(O)CCc1nnc(SCC(=O)Nc2ccc(Br)cc2)[nH]c1=O	14	4	-23	1	-12	0.1	-10	-4	-1	-3
CCN1C(=O)C2C(C1=O)N1C(c3cccs3)C3C(=O)N(CC)C(=O)C3N1C2c1cccs1 (centres undefined)	24	7	8	-4	-2	0.0	2	0	-6	-1
COc1ccc(O)c(/C=N/NC(=O)CCC(=O)Nc2ccc(C)cc2)c1	25	-10	34	-14	2	2.2	17	4	7	4
C=CCNC(=O)c1cnc2n(c1=O)CCS2	6	-1	-6	6	-2	-0.4	-7	-6	7	0
Cn1nnc(C(O)CN2CCOCC2)n1 (centres undefined)	30	-2	5	8	1	0.4	-2	4	2	-7
CS(=O)(=O)Nc1ccccc1C(=O)NCCSCc1ccccc1	1	-1	9	6	0	0.3	-35	-2	6	1
CCCC(c1nnnn1CCOC)N1CCN(C(=O)c2ccco2)CC1 (centres undefined)	30	-6	-4	2	-11	-0.1	-24	3	0	6
CCn1cc(C(=O)OCC(=O)Nc2cccc(Cl)c2Cl)c(=O)c2ccc(C)nc21	16	3	-12	-8	2	-0.1	-25	-5	-5	-10

Individual results from the list.
Entry for `CCOc1cc(C(=O)N/N=C/c2ccoc2)cc(OCC)c1OCC` in IEC-6 tox: -1
Entry for `COC(=O)c1[nH]c2cc(OC)ccc2c1NC(=O)c1nonc1C` in Platelet DG rel: 4

(list continues)
SMILES	AI-2 QS mod	Platelet DG rel	aSyn UTR inh	HSF-1 act	SKKanGAS inh	HIF act	KLF5 inh	HSP90 refold inh	IEC-6 tox	HSF1 inhib
Cc1ccc(-c2cn3cccc(C)c3n2)cc1	45	10	-75	78*	3	-1.5	-93	18*	8	38
O=C(CCN1C(=O)/C(=C/c2ccccc2F)SC1=S)N[C@@H](CO)Cc1ccccc1	12	0	-28	9	4	-1.3	2	-3	-2	2
CC(=O)N1CCOc2ccc(S(=O)(=O)N3CCN(c4cccc(C(F)(F)F)c4)CC3)cc21	/	9	20	30	2	-0.4	2	2	6	16
Cc1nn(-c2ccccc2)c2c1C(c1ccncc1)C(C#N)=C(N)O2 (centres undefined)	-9	-9	9	26	-1	0.0	-13	2	7	1
O=C(CC1(O)C(=O)Nc2ccccc21)c1cccc(Br)c1 (centres undefined)	-12	-2	3	0	12	-0.2	-3	-6	-5	-4
CN(C)c1nc(SCCOC(=O)c2ccccc2)nc(N(C)C)n1	4	7	8	12	-2	-0.7	-24	2	-1	-3
COc1cc2c(cc1OC)-c1n[nH]c(=S)n1C(C)(C)C2	-4	5	27	10	2	0.9	-38	1	-5	2
CCC(C)NS(=O)(=O)c1ccc(F)c(C(=O)Nc2c(F)cc(F)cc2Br)c1 (centres undefined)	-10	16	4	4	4	-6.9	-38	0	3	-7
O=C(/C=C/c1ccco1)NC(=S)NNC(=O)c1ccco1	-32	-2	-40	13	-28	/	-25	-4	-5	6
COc1cccc(/C(=N/O)C2CC2c2ccc(Cl)cc2)c1 (centres undefined)	30	-3	-5	-5	-16	0.1	-23	-2	-4	2

3 records picked at random from the list so far, as already listed:
SMILES	AI-2 QS mod	Platelet DG rel	aSyn UTR inh	HSF-1 act	SKKanGAS inh	HIF act	KLF5 inh	HSP90 refold inh	IEC-6 tox	HSF1 inhib
Cc1nn(-c2ccccc2)c2c1C(c1ccncc1)C(C#N)=C(N)O2 (centres undefined)	-9	-9	9	26	-1	0.0	-13	2	7	1
O=C(CCN1C(=O)/C(=C/c2ccccc2F)SC1=S)N[C@@H](CO)Cc1ccccc1	12	0	-28	9	4	-1.3	2	-3	-2	2
COc1cccc(/C(=N/O)C2CC2c2ccc(Cl)cc2)c1 (centres undefined)	30	-3	-5	-5	-16	0.1	-23	-2	-4	2

Part of the list above, limited to Platelet DG rel and HSF1 inhib.
molecule | Platelet DG rel | HSF1 inhib
O=C(/C=C/c1ccco1)NC(=S)NNC(=O)c1ccco1 | -2 | 6
Cc1nn(-c2ccccc2)c2c1C(c1ccncc1)C(C#N)=C(N)O2 (centres undefined) | -9 | 1
COc1cc2c(cc1OC)-c1n[nH]c(=S)n1C(C)(C)C2 | 5 | 2

Continued.
SMILES	AI-2 QS mod	Platelet DG rel	aSyn UTR inh	HSF-1 act	SKKanGAS inh	HIF act	KLF5 inh	HSP90 refold inh	IEC-6 tox	HSF1 inhib
Cc1ccc(/C(N)=N/OC(=O)Oc2ccccc2)cc1	72	5	-6	0	5	-0.3	4	4	7	-13
CC/C(Cc1ccccc1)=N\NC(=O)c1cc([N+](=O)[O-])cc([N+](=O)[O-])c1	38	6	15	3	-3	-0.6	-44	4	0	-13
CN(C)S(=O)(=O)N1CCC(Oc2cccc(C(=O)N3CCSCC3)c2)CC1	25	-11	2	21	-1	-0.3	-31	1	-3	9
CC1(C)CC(=NO)CC(C)(C)N1	0	-14	15	-5	0	1.2	-9	-1	1	-7
CC(=O)Oc1ccc(C(=O)Nc2ccc(C3(C#N)CCCC3)cc2)cc1	32	18	-142	-29	12	2.6	-71	-3	8	-8
COc1ccccc1-c1cn[nH]c1-c1ccc(O)cc1O	12	1	-19	-10	-3	1.1	-38	-3	-1	-11
FC(F)(F)c1ccc(Nc2nnnc3ccccc23)cc1	-7	-7	-140	12	6	2.2	-28	-1	2	8
COC(=O)Cn1nc(-c2ccccc2)c2ccccc21	-3	-5	2	9	18	0.2	-12	-2	-3	0

4 compounds from above, ordered by length of the SMILES, ascending.
SMILES	AI-2 QS mod	Platelet DG rel	aSyn UTR inh	HSF-1 act	SKKanGAS inh	HIF act	KLF5 inh	HSP90 refold inh	IEC-6 tox	HSF1 inhib
CC1(C)CC(=NO)CC(C)(C)N1	0	-14	15	-5	0	1.2	-9	-1	1	-7
Cc1ccc(/C(N)=N/OC(=O)Oc2ccccc2)cc1	72	5	-6	0	5	-0.3	4	4	7	-13
CC(=O)Oc1ccc(C(=O)Nc2ccc(C3(C#N)CCCC3)cc2)cc1	32	18	-142	-29	12	2.6	-71	-3	8	-8
CN(C)S(=O)(=O)N1CCC(Oc2cccc(C(=O)N3CCSCC3)c2)CC1	25	-11	2	21	-1	-0.3	-31	1	-3	9
